Screening data as filed in PubChem.
Lipid storage S3 – qHTS Assay for Lipid Storage Modulators in Drosophila S3 Cells; 0.64% of 320,000 active; Drosophila S3 cells, BODIPY lipid droplet fluorescence, 18-24 h; cells fed with added oleic acid; Potency in µM for hits, for the others lipid storage change, negative = inhibition, % at the top dose, mostly 46.1 µM; active means well fitted inhibition curve with a large enough effect in the signal ratio, with a control signal flat, not every such curve was filed as active; inconclusive means small, poorly fitted or top-dose-only effect, or effect the other way, or a change in a side signal; the % refers to the signal ratio
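Drosophila S3 cells loaded with oleic acid (400 uM, as added) and compounds at several concentrations; lipid droplets imaged by 488-nm laser-scanning cytometry, 500–530 nm intensity and object ratio to cell channel. Percent activity normalized to 20 uM Triacsin C.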
Lipid storage S3 cell count max – also measured in Lipid storage S3; calls as there; cell number change, %; measured here: cell count max response;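 cells counted by Cell Tracker Red CMTPX staining in the red channel; peak over a dose series mostly up to 46.1 µM; percent activity relative to internal control wells on each plate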
* hit, by the source's call; i = inactive; ? = inconclusive; · = no result given. On the % scale 0 is the no-effect control and ±100 the full control effect; potency means the concentration at half of the fitted maximal effect.

| SMILES | Lipid storage S3 | Lipid storage S3 cell count max |
| --- | --- | --- |
| COc1ccc(Br)cc1C1N2CC3(C)CN1CC(C)(C2)C3=O (stereo unspecified) | i | · |
| COC(=O)c1ccc(CN2C(=O)C(C)N(C(=O)c3c(F)cccc3F)c3ccccc32)cc1 (stereo unspecified) | ? | · |
| Cc1cc(C(=O)NCc2cccnc2)cs1 | i | · |
| NNC(=O)c1cccn(Cc2cccc(C(F)(F)F)c2)c1=O | ? | · |
| COc1ccccc1N(CC(=O)Nc1cccnc1)S(C)(=O)=O | 10% | -17 |
| N#CC1=C(N)OC2=C(C(=O)CCC2)C1c1ccncc1 (stereo unspecified) | ? | · |
| O=C(CSC1=NC(=O)C(c2ccccc2)C(=O)N1)Nc1cccc(Cl)c1 (stereo unspecified) | ? | · |
| Cn1cc(C(=O)N/N=C/c2cc(Br)cs2)c2ccccc21 | ? | · |
| O=C(NCCCN1CCCC1=O)c1cc(NS(=O)(=O)c2ccc(F)cc2)cc(NS(=O)(=O)c2ccc(F)cc2)c1 | i | · |
| CCc1ccc(NC(=O)c2cc(-c3cccs3)on2)cc1 | -4% | 12 |
| OCCC1CN(Cc2cccn2-c2cccnc2)CCN1Cc1ccccc1 (stereo unspecified) | 24% | 20 |
| CCC(=O)Nc1cccc(-c2ccc(N3CCCCC3)nn2)c1 | 11% | -10 |
| Cc1cc(C)cc(C(=O)NCC(=O)OCC(=O)N2CCCCC2)c1 | -10% | 5 |
| Cn1c(SCC(=O)Nc2nncs2)nnc1C1CC1 | 10% | -1 |
| O=C1CCC/C(=N/NC(=O)c2sc3ccccc3c2Cl)C1 | -13% | · |
| O=C(NN1C(=O)C2C3C=CC(C3)C2C1=O)c1cccc(Cl)c1 (stereo unspecified) | -13% | -1 |
| COc1ccc(CCC(=O)N2CCN(C(=O)c3ccccc3)CC2)cc1 | i | 25 |
| Cc1ccc(S(=O)(=O)NCCC2=CCCCC2)cc1C(N)=O | ? | · |
| CCOc1ccc(C(=O)OC2CCCN(C)C2)cc1 (stereo unspecified) | ? | · |
| C=C(C)C1CC=C(C)/C(=N\NC(=S)Nc2ccc(C)cc2)C1 (stereo unspecified) | ? | · |
| C[C@@H]1C[C@H](O)c2cc(Cl)ccc2N1 | ? | · |
| COc1ccccc1CN1CCNC(=O)C1CC(=O)NCCCN1CCCC1=O (stereo unspecified) | 5% | -10 |
| COCCCNC(=O)c1c(N)n(-c2cccc(S(N)(=O)=O)c2)c2nc3ccccc3nc12 | ? | · |
| Cc1ccc2c(-c3csc(N)n3)c[nH]c2c1 | ? | · |
| CSc1nnc(CNC(=O)C23CC4CC(CC(C4)C2)C3)n1Cc1ccccc1 | -19% | -1 |
| N#CCCN(C(=O)CO/N=C/c1cccc([N+](=O)[O-])c1)c1ccccc1 | ? | · |
| COc1cc2nc(CN3CCC(Cc4ccccc4)CC3)[nH]c(=O)c2cc1OC | ? | · |
| CCN(CC)CCNC(=O)c1ccc(Cl)c(S(=O)(=O)N2CCCCCC2)c1 | ? | · |
| Cc1nn(CC(=O)NCCCN2CCOCC2)c(C)c1[N+](=O)[O-] | 8% | 0 |
| CC(C)[C@H](NC(N)=O)C(=O)Nc1cccc([N+](=O)[O-])c1 | ? | · |
| C/C=C\C=C/C(=O)Nc1cccc(C2=NOC3(C2)C[C@@H](C(N)=O)N(C(=O)COc2ccc(Cl)cc2)C3)c1 (stereo partly specified) | -3% | 22 |
| Cc1ccc2[nH]c3c(N4CCN(Cc5ccc6c(c5)OCO6)CC4)ncnc3c2c1 | ? | · |
| COc1cc(C(=O)OCC(=O)NCc2ccc(F)cc2)ccc1OCC(C)C | ? | · |
| CC(C)CN(C(=O)COC(=O)c1nc(Cl)ccc1Cl)c1c(N)n(Cc2ccccc2)c(=O)[nH]c1=O | -7% | 3 |
| CCOc1cccc(CN2CCCC(N3CCN(c4cccc(Cl)c4)CC3)C2)c1O (stereo unspecified) | ? | · |
| COc1cccc(NC(=S)NC(=O)c2cccnc2)c1 | ? | · |
| CCO/N=C(\N)c1[nH]ncc1Br | -12% | 5 |
| CN(Cc1ccccc1)C(=S)Nc1ccc2nc3n(c(=O)c2c1)CCCCC3 | -11% | · |
| Cc1cc(/C=N/n2cnnc2)c(C)n1-c1ccc(OCc2ccc(F)cc2)cc1 | ? | · |
| CC(CS(=O)(=O)c1ccccc1[N+](=O)[O-])N1CCOCC1 (stereo unspecified) | 7% | · |
| COCCCNC(=S)N(Cc1cccnc1)Cc1ccc(OC)c(OC)c1 | 23% | 1 |
| Cc1ccc(CNC(=S)Nc2cc(C)ccc2OC(F)F)cc1 | 2% | -1 |
| Fc1ccc(-c2nnc(-c3ccc(F)cc3)o2)cc1 | ? | · |
| Cc1ccc(NC2CCCCC2NS(=O)(=O)c2ccc(Cl)cc2)cc1 (stereo unspecified) | ? | · |
| COCCCNCCCOc1ccc(Cl)cc1C(C)(C)C | i | 18 |
| O=C(c1ccc2c(c1)CCN2S(=O)(=O)c1ccccc1)N1CCN(c2ccccc2)CC1 | ? | · |
| COc1ccc2c(c1)C(=O)N(c1ccccc1)C(=O)C2 | 23µM* | -12* |
| COc1ccc(CN(C)S(=O)(=O)c2nnc(NC(=O)c3cccc(F)c3)s2)cc1 | i | · |
| COCc1nc(-c2ccc(-c3ccccc3)nc2OC)no1 | ? | · |
| COc1ccc(C(=O)c2coc3c2C(=O)C(=O)c2ccccc2-3)cc1 | ? | · |

Next structures:
| SMILES | Lipid storage S3 | Lipid storage S3 cell count max |
| --- | --- | --- |
| CC(=O)Nc1ccc(NC(=O)CSc2nccn2Cc2ccco2)cc1 | 17% | · |
| CCCOc1ccc(C(=O)NCCC(=O)NCCCC(=O)O)cc1 | -4% | · |
| CCCCn1c(N)c(N(Cc2ccccc2OC)C(=O)C(C)Oc2ccc(F)cc2)c(=O)[nH]c1=O (stereo unspecified) | ? | · |
| COc1ccc(N2C(=O)CC(N3CCCC4CCCCC43)C2=O)cc1 (stereo unspecified) | ? | · |
| O=C(CCn1nnc2ccccc2c1=O)N[C@@H](Cc1ccccc1)C(=O)O | ? | · |
| CC(C)c1ccc(NC(=S)N2CCN(S(=O)(=O)c3ccccc3)CC2)cc1 | i | -15 |
| S=C1NC2=C(CCC/C2=C\c2ccccc2)C(c2ccccc2)N1 (stereo unspecified) | ? | · |
| CN(C)Cc1ccccc1Sc1ccc(O)cc1O | -3% | -15 |
| CCOC(=O)c1cnc2c(OC)cccc2c1Oc1ccccc1 | -6% | 1 |
| CN(CC(=O)Nc1ccccc1F)S(=O)(=O)c1ccc2c(c1)n(C)c(=O)c(=O)n2C | -11% | 1 |
| CC(NC(=S)Nc1ccc(OC(F)F)cc1)c1ccc(F)cc1 (stereo unspecified) | -4% | -11 |
| Cc1cc(=O)n(CC(C)O)c(O)c1C#N (stereo unspecified) | 0% | 2 |
| CC(=O)N1CCc2cc(N=NC3=C(O)CCCC3=O)ccc21 | ? | · |
| Cn1c(CSc2ncccn2)nnc1SCC(=O)N1CCCCCC1 | -1% | 16 |
| O=C(Oc1ccc(C(=S)N2CCOCC2)cc1)c1ccccc1F | i | -20 |
| CCOC(=O)c1ccc(Nc2c(OCC)c(=O)c2=O)cc1 | ? | · |
| Cc1ccc(-c2nn3c(C)nnc3s2)cc1NC(=O)c1ccco1 | 7% | 14 |
| Cc1ccc(-n2c(Cc3ccccc3)n[nH]c2=S)cc1 | ? | · |
| Cc1cc(C)c(NC(=O)c2c[nH]c(=S)n2-c2ccc(F)cc2)c(C)c1 | ? | · |
| CCn1cc(C(=O)N2CCN(c3ccccc3F)CC2)c(=O)c2ccc(C)nc21 | 22% | 9 |
| Nc1cccc2c1C(=O)N(C(=O)c1ccc(S(=O)(=O)N3CCCCCC3)cc1)C2=O | ? | · |
| Cc1ccc(NC(=S)NC(=O)C2CCCC2)cc1C | ? | · |
| COc1ccc(CNS(=O)(=O)c2ccc(-n3cnnn3)c(C)c2)cc1 | 18µM* | -1.3* |
| CCOC(=O)c1c(C)[nH]c(C(=O)COC(=O)C2=NNC(=O)CC2)c1C | -2% | -8 |
| O=C(Nc1cccc(S(=O)(=O)c2cccc(NC(=O)C3CC3)c2)c1)C1CC1 | i | · |

Full records, looked up by structure. Order of screens: Lipid storage S3, Lipid storage S3 cell count max
`CC(NC(=S)Nc1ccc(OC(F)F)cc1)c1ccc(F)cc1` (stereo unspecified) reads -4%, -11
`Cc1ccc(NC(=S)NC(=O)C2CCCC2)cc1C` reads ?, ·
`Nc1cccc2c1C(=O)N(C(=O)c1ccc(S(=O)(=O)N3CCCCCC3)cc1)C2=O` reads ?, ·
`CCn1cc(C(=O)N2CCN(c3ccccc3F)CC2)c(=O)c2ccc(C)nc21` reads 22%, 9

(listing goes on)
| SMILES | Lipid storage S3 | Lipid storage S3 cell count max |
| --- | --- | --- |
| Cc1ccc(-n2c(=O)cc(N3CCN(Cc4ccccc4)CC3)[nH]c2=O)cc1 | ? | · |
| Cc1oc2c(O)c(O)ccc2c(=O)c1-c1ccccc1 | -7% | -1 |
| CCOc1ccc(C(=O)NCc2ccco2)cc1Cl | i | 1 |
| CCCc1nc2c(s1)CCc1onc(-c3cccc([N+](=O)[O-])c3)c1-2 | ? | · |
| Cc1ccc(N(CC(=O)NCc2ccco2)C(=O)CNS(=O)(=O)c2ccccc2)c(C)c1 | 5% | 1 |
| O=C(c1ccco1)N1CCN(c2cc(C(F)(F)F)nc3ncnn23)CC1 | ? | · |
| O=C(O)C(O)Cc1c[nH]c2ccccc12 (stereo unspecified) | 9% | 4 |
| COc1ccccc1CNC(=O)CCNC(=O)C1CCN(S(=O)(=O)c2ccccc2)CC1 | ? | · |
| CC1C[N+](=C2C=C(N3CCOCC3)CC(C)(C)C2)CC(C)O1 (stereo unspecified) | ? | · |
| Cc1nc(NC(=O)c2ccncc2)sc1C(=O)N(C)C | i | · |
| Cc1ccc(C)c(S(=O)(=O)NC(C)C(=O)Nc2ccc(-c3nc4ccccc4s3)cc2)c1 (stereo unspecified) | ? | · |
| CCOc1nc(NCCc2ccc(OC)c(OC)c2)nc(N2CCN(c3ccc(OC)cc3)CC2)n1 | ? | · |
| CNc1ncnc2ccc(-c3c(C)noc3C)cc12 | 23% | · |
| Cc1ccc(C(=O)NCC(=O)OCC(=O)Nc2ccc(Cl)cn2)cc1 | 3.7µM* | -28* |
| COCCCNC1CS(=O)(=O)CC1O (stereo unspecified) | -17% | -3 |
| Cc1cccc(N(CC(N)=O)S(C)(=O)=O)c1C | ? | · |
| C=CCNC(=O)c1cc(-c2ccccc2O)on1 | ? | · |
| c1cc(CNc2ccc3c(c2)OCCO3)ccn1 | i | · |
| Cc1ccc(NC(=O)Nc2cccnc2)cc1Cl | ? | · |
| CC1CC(C)(C)OC(C[N+]2(C)CCCCC2)O1 (stereo unspecified) | -2% | 7 |
| CC(=O)OC(COc1ccccc1)Cn1cnc2cc(C)c(C)cc21 (stereo unspecified) | 0% | 0 |
| CCOc1ccc(OCC)c(NC(=O)CN2CCN(c3cccc(C)c3)C(C)C2)c1 (stereo unspecified) | ? | · |
| COC(=O)[C@H](Cc1ccccc1)[C@@H](C)OS(N)(=O)=O | ? | · |
| COc1ccc(C2CC(=O)Oc3c2c(=O)n(C)c2ccccc32)c(OC)c1OC (stereo unspecified) | -11% | 1 |
| CCOC(=O)CNC(=O)c1ccc(OCC(F)(F)F)cc1 | 12% | · |
| COc1ccccc1NC(NC(=O)c1ccccn1)C(Cl)(Cl)Cl (stereo unspecified) | 9% | -2 |
| COc1ccc(NC(=S)/N=C(\N)Nc2nc(C)c3ccc(C)cc3n2)cc1 | ? | · |
| CCC(=O)N(Cc1cc2ccccc2[nH]c1=O)C(C)C | i | -11 |
| COc1ccc(C2=NS(=O)(=O)N(C)C(C(=O)NCc3cccs3)=C2)cc1OC | ? | · |
| O=C(CN1C(=O)NC(c2ccccc2)(c2ccccc2)C1=O)N1CCN(c2ccccc2F)CC1 | 6% | -4 |
| CC(C)NC(=O)c1cnc(N2CCN(c3ccccn3)CC2)c2ccccc12 | -34% | -22 |
| CC1(C)CC(CCNS(=O)(=O)c2ccccc2)(c2ccccc2)CCO1 (stereo unspecified) | ? | · |
| COc1cc(OC)cc(N(C(=O)c2ccco2)C(C(=O)NC2CCCC2)c2ccc(N(C)C)cc2)c1 (stereo unspecified) | 10% | 0 |
| O=C(C[n+]1ccccc1)N1CCCc2ccccc21 | -2% | 0 |
| S=C(Nc1ccc(Cl)c(Cl)c1)NC1CCN(Cc2ccccc2)CC1 | ? | · |
| Cc1nnc(SCC(=O)Nc2ccccc2N2CCOCC2)s1 | 0% | 14 |
| Cc1[nH]c2ccccc2c1/C=N/NC(=S)NCc1ccccc1 | 13% | -1 |
| O=C(NCCOc1ccccc1)c1cccc2c1C(=O)c1ccc(Cl)cc1S2(=O)=O | 9% | -9 |
| CCCCOc1ccc(-c2nc(SCC(N)=O)n[nH]2)cc1 | ? | · |
| COC(=O)[C@H](Cc1ccccc1)NC(=O)Nc1ccc(S(N)(=O)=O)cc1 | ? | · |

Fetched one by one from the entries so far (four):
| SMILES | Lipid storage S3 | Lipid storage S3 cell count max |
| --- | --- | --- |
| CC(C)NC(=O)c1cnc(N2CCN(c3ccccn3)CC2)c2ccccc12 | -34% | -22 |
| CC1(C)CC(CCNS(=O)(=O)c2ccccc2)(c2ccccc2)CCO1 (stereo unspecified) | ? | · |
| COc1ccccc1NC(NC(=O)c1ccccn1)C(Cl)(Cl)Cl (stereo unspecified) | 9% | -2 |
| O=C(NCCOc1ccccc1)c1cccc2c1C(=O)c1ccc(Cl)cc1S2(=O)=O | 9% | -9 |

This is a subset, so the mix of outcomes need not match the whole.
